pCIP destab: p/CIP protein destabilization; 0.01% of 290,000 active; F442A p/CIP-EGFP cells, EGFP fluorescence, 16 h; decrease of EGFP signal, % at 10 µM; Q05BA5; AID 1984;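 active = EGFP signal decrease of at least 30% at 10 µM or well 3 SD below plate mean, unless failing retest; inactive = the rest, including hits failing retest or dose response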; note: some compounds called inactive have numbers as strong as hits; many of its hits are not listed in these tables
PfM18AAP inh: PfM18AAP enzyme inhibition | recombinant PfM18AAP, H-Glu-NHMec fluorogenic cleavage | inhibition, % at 7.35 µM | 1.2% of 290,000 active | AID 1822;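 active = inhibition above the campaign mean inhibition over all tested compounds plus 3 SD, cut at about 28% in these data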;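 note: 0% = plate median of test compound wells and 100% = 2 mM ZnCl2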
IDE cell inh: inhibits human insulin-degrading enzyme in HEK cells | inhibition, % at 5.59 µM | 0.41% of 320,000 active | FAbetaB cleavage, fluorescence polarization;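 active = percent inhibition above the average of all tested compounds plus 3 SD, set per screening campaign, cut at about 16% in these data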;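 note: IDE supplied by intact live HEK cells; FP after avidin binding of uncleaved biotin substrate so inhibition keeps polarization high; 0% = DMSO wells and 100% = 60 µM reference IDE inhibitor Ii1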
NALP1 inh: NALP1 inhibition; inhibition, % at 10 µM; S. cerevisiae NALP1/ASC/caspase-1 growth, X-gal OD620, 72 h; AID 2071; 0.61% of 280,000 active; in the data active = inhibition mostly above about 24%, no sharp cut-off; inactive = mostly below about 32%; note: some compounds called inactive have numbers as strong as hits
GPR7 antagonist: antagonists of human GPR7 (neuropeptides B/W receptor 1); inhibition, % at 4.4 µM; AID 1861; GPR7-expressing cells, fluorescence antagonist assay; 1.1% of 290,000 active; in the data active = inhibition above about 16%, passing the limit was not always enough;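 note: cells stimulated with the agonist NPW; 0% = agonist with vehicle and 100% = vehicle without agonist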
Target sequence (P48145 whole entry, looked up): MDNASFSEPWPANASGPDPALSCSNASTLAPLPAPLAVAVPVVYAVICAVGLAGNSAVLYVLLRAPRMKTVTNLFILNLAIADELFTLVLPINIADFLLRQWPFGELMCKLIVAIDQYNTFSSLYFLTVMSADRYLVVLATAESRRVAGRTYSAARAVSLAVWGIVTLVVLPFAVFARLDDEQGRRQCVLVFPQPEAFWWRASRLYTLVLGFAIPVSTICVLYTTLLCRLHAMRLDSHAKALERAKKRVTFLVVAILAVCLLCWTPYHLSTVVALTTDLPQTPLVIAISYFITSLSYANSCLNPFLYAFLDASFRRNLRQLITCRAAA
IMP-1 inh: blocks Pseudomonas aeruginosa IMP-1 metallo-beta-lactamase | purified IMP-1, nitrocefin hydrolysis, epi-absorbance fluorescence | inhibition, % at 5.6 µM | 0.45% of 290,000 active;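 active = inhibition above the mean plus 3 SD of all compounds in the same screening run, cut at about 4.5% in these data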;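 note: 0% = IMP-1 with DMSO and 100% = DMSO wells lacking enzyme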
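System: Purified recombinant IMP-1 metallo-beta-lactamase enzyme | Measured by: Fluorescence quenching readout, ex 480/em 530 nm | Replication: Singlicate | Incubation: 15 min preincubation plus 25 min reaction at 25 °C | Evaluation: Percent inhibition from optical density relative to buffer-blank wells | Benchmarks: DMSO with and without IMP-1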
PHOSPHO1 block: PHOSPHO1 (human) inhibition | inhibition, % at 13.3 µM | Q8TCT1 | recombinant PHOSPHO1, absorbance phosphatase assay | 1.1% of 290,000 active | AID 1565; in the data active = inhibition above about 60%
Target sequence (Q8TCT1 whole entry, looked up): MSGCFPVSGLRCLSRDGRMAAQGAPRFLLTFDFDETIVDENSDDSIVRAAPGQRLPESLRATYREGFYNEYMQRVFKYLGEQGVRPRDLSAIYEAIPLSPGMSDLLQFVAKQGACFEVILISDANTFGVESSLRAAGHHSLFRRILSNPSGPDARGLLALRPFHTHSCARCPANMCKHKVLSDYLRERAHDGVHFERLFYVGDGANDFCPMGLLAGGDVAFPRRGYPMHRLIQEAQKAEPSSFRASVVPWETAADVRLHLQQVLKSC
VIM-2 inhibitor: inhibitors of Pseudomonas aeruginosa VIM-2 metallo-beta-lactamase; purified VIM-2, nitrocefin hydrolysis, epi-absorbance fluorescence; inhibition, % at 5.6 µM; 0.89% of 290,000 active; AID 1527;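 active = inhibition above the mean of all tested compounds plus 3 SD, cutoff set per screening run, cut at about 7.5% in these data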;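 note: red hydrolysis product quenches plate fluorescence so inhibitors raise well fluorescence; 0% = enzyme with DMSO and 100% = DMSO without enzyme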
IDE cell activ: activators of human insulin-degrading enzyme in cells; HEK cells, FAbeta-B cleavage, fluorescence polarization; 0% vehicle, 100% cell-free pure enzyme wells; P14735; 0.073% of 340,000 active; activation, % at 5.96 µM; AID 493087;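 active = activation above the mean of all tested compounds plus 3 SD, set per screening campaign, cut at about 17% in these data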
The depositor's hits bear a star; . = not tested or not shown.

SMILES	pCIP destab	PfM18AAP inh	IDE cell inh	NALP1 inh	GPR7 antagonist	IMP-1 inh	PHOSPHO1 block	VIM-2 inhibitor	IDE cell activ
COc1cc(-c2nnc3n(CCc4ccccc4)c(=O)c4ccccc4n23)cc(OC)c1OC	11	-3	2	10	-4	-4.4	-9	0.2	-4
CCN(CC(=O)Nc1ccc(NC(C)=O)cc1)C(=O)COc1ccc(C(=O)c2ccccc2)cc1	4	-3	4	16	-12	-2.0	12	-1.4	0
O=C(Nc1ccccc1)c1cnc2n(c1=O)CCS2	3	-2	6	16	-8	-3.4	10	-5.6	0
CCOc1ccc(/C(O)=C2/C(=O)C(=O)N(c3ccccn3)C2c2ccc(Cl)cc2)c(C)c1 (stereo unspecified)	7	8	.	1	-12	-1.6	11	-0.6	4
CCn1cc(C(=O)OCC(=O)Nc2cc(S(=O)(=O)N(C)C)ccc2C)c(=O)c2ccc(C)nc21	-5	6	2	9	-16	-3.0	19	-1.7	2
Cc1ccc(S(=O)(=O)CCC(=O)c2ccc(O)cc2O)cc1	-9	3	10	-67	-9	-2.1	-18	0.3	-2
CCOc1c(CNCCNC(=O)c2nonc2N)cccc1OC	-1	-4	-3	-5	-5	-0.5	37	-3.3	-3
COc1ccc(S(=O)(=O)Cc2ccc(C(=O)N3CCC(C(N)=O)CC3)o2)cc1	1	-10	0	-1	-3	1.4	-13	-1.6	-4
COC(=O)c1cc(OC)c(OC)cc1NC(=O)c1ccco1	3	-5	-2	2	-3	-2.5	-16	8.9*	4
COc1ccc(S(=O)(=O)N(C)c2ccccc2)c2cccnc12	-14	-6	1	1	-10	-1.0	4	-0.7	1
CCCCC(=O)Nc1nnc(S(=O)(=O)N(CC)c2ccc(OC)cc2)s1	-3	4	.	5	-16	-2.2	26	0.0	-1
Cc1ccc(NC(=O)Cc2ccc(Cl)c(Cl)c2)cc1S(=O)(=O)N(C)C	6	2	4	20	-14	-0.8	-6	-2.5	0
CCCOc1cccc(C2C(C(=O)c3cccs3)=C(O)C(=O)N2Cc2cccnc2)c1 (stereo unspecified)	0	4	0	28	-19	-2.2	10	-2.2	2
CCn1nnnc1SCC(=O)N1CCN(c2ccccc2)CC1	-14	4	7	.	-13	-4.6	13	-2.5	.
Cc1ccccc1NC(=O)C12CC3CCC1(C)C3(C)CO2 (stereo unspecified)	13	-4	8	19	-9	-2.3	24	-1.7	-2
C(=C\c1nc2ccccc2[nH]1)/c1ccccc1	-10	-1	1	-6	5	-2.4	36	-2.1	5
Cc1c(C(=O)N2CCCCC2)oc2ccc(S(=O)(=O)N3CC(C)CC(C)C3)cc12 (stereo unspecified)	-3	3	-9	-20	-11	-2.4	-12	-2.5	1
Cc1ccc2oc(=O)c3cc(C(=O)N4CCN(C(=O)c5ccco5)CC4)sc3c2c1	-4	2	1	11	-12	-0.1	24	-1.5	.
CC1CCN(C(=O)CSc2nc3ccccc3c(=O)n2Cc2ccc3c(c2)OCO3)CC1	6	-8	5	-8	0	-0.6	4	1.8	4
O=C1[C@@H]2C(c3ccc(F)cc3)=NO[C@@H]2C(=O)N1Cc1ccccc1	-20	2	-8	15	-18	-2.9	23	-2.1	.
O=C(COc1ccc(Cl)cc1)NNC(=O)C(=O)N1CCCCC1	-6	-8	1	9	-3	-4.0	22	-0.4	3
CN(C)c1ccc(/C=N/Nc2cc(N3CCOCC3)nc(N3CCOCC3)n2)cc1	-6	7	-3	-6	-10	-2.7	-36	-3.1	-4
CC1CC(C)CN(C(=O)CSc2nc3ccsc3c(=O)n2Cc2ccccn2)C1 (stereo unspecified)	-3	11	5	1	-5	-1.6	18	-2.3	5
O=C(Cc1ccc(Br)cc1)N1CCOCC1	-10	-11	-2	-8	-6	-6.3	8	-3.3	3
O=C(CN1CCOCC1)Nc1scc2c1c(=O)oc1ccccc12	2	-4	-4	.	-6	-0.9	17	2.3	.

Reformatted: entries from further up
SMILES | pCIP destab | PfM18AAP inh | IDE cell inh | NALP1 inh | GPR7 antagonist | IMP-1 inh | PHOSPHO1 block | VIM-2 inhibitor | IDE cell activ
Cc1ccc(NC(=O)Cc2ccc(Cl)c(Cl)c2)cc1S(=O)(=O)N(C)C | 6 | 2 | 4 | 20 | -14 | -0.8 | -6 | -2.5 | 0
CCCOc1cccc(C2C(C(=O)c3cccs3)=C(O)C(=O)N2Cc2cccnc2)c1 (stereo unspecified) | 0 | 4 | 0 | 28 | -19 | -2.2 | 10 | -2.2 | 2
CCn1nnnc1SCC(=O)N1CCN(c2ccccc2)CC1 | -14 | 4 | 7 | . | -13 | -4.6 | 13 | -2.5 | .
Cc1ccccc1NC(=O)C12CC3CCC1(C)C3(C)CO2 (stereo unspecified) | 13 | -4 | 8 | 19 | -9 | -2.3 | 24 | -1.7 | -2

Carrying on:
SMILES	pCIP destab	PfM18AAP inh	IDE cell inh	NALP1 inh	GPR7 antagonist	IMP-1 inh	PHOSPHO1 block	VIM-2 inhibitor	IDE cell activ
O=c1[nH]n(-c2ccc(Cl)cc2)c(=O)c(Cl)c1Cl	-10	-3	3	5	-10	3.8	22	-0.7	-2
CSc1ccc(S(=O)(=O)N2CCC(C(=O)Nc3ccccc3C(F)(F)F)CC2)cc1	-2	5	-2	2	4	-2.8	35	0.9	2
CCOc1ccc(-n2c(SCC(=O)Nc3nccs3)nnc2-c2ccoc2C)cc1	-14	3	-9	.	-1	-2.3	10	-3.4	6
CC(NC(=O)c1cc2ccccc2oc1=O)c1ccc(O)cc1 (stereo unspecified)	0	4	8	-10	-2	-3.5	42	-2.0	4
Cc1ccnc(NC(=O)CCC(=O)N(CC(=O)NC2CCCCC2)Cc2cccs2)c1	-5	0	2	-4	12	-0.8	20	-2.3	3
CCOc1ccc(CCNC(=O)C(C)n2nc(C)n3c(cc4occc43)c2=O)cc1OCC (stereo unspecified)	-5	2	-3	4	-2	-3.1	-29	-4.2	2
COC(=O)c1[nH]c2ccc(F)cc2c1NC(=O)CCN1CCN(Cc2ccc3c(c2)OCO3)CC1	-6	2	.	5	-4	3.4	2	0.3	-4
Cc1ccc2c(CN3CC(C)CC(C)C3)cc(=O)oc2c1C (stereo unspecified)	1	4	3	-4	11	-3.0	14	-1.1	2
Nc1nc(N)c(Cc2ccc(Cl)cc2Cl)c(N)n1	2	-17	3	11	-17	0.5	11	0.4	-1
CC1(C)CCN(Cc2ccccc2)C1CC#N (stereo unspecified)	-4	2	1	15	-3	1.8	-9	0.7	4
COC(=O)CNC(=O)CN1C(=O)N(c2ccccc2)C(N(O)C(=O)Nc2ccccc2)C1(C)C (stereo unspecified)	-10	3	-1	-6	2	-3.0	-8	-2.4	4
COc1cc2c(cc1OC)CN(C(=O)/C=C/c1ccc(F)cc1)CC2	-9	1	2	3	-14	-3.4	19	1.2	2
COc1ccccc1OCC(=O)O/N=C(\N)c1ccccn1	-3	-2	-7	17	-11	-2.5	24	-0.3	1
CCOC(=O)C1=C(c2ccccc2)N=c2s/c(=C\c3cc(OC)c(OC)c(OC)c3)c(=O)n2C1c1cccs1 (stereo unspecified)	-25	-1	5	4	-5	-1.9	-1	-2.5	-2
COC(=O)c1sccc1NC(=O)/C=C/C(=O)O	5	1	2	17	-21	-0.3	-10	2.3	3
CCCCN(C)C(=O)C1CCN(Cc2cccc(OCc3ccccc3)c2)CC1	-7	-7	0	14	-2	-1.1	14	-0.4	8
NNC(=O)c1cccc(COc2ccc(Br)cc2)c1	-4	-9	5	36	-14	-2.6	1	-3.2	-5
COc1ccc(C(=O)N2CCC(=O)N(C(CO)Cc3ccccc3)CC2)cc1 (stereo unspecified)	-3	4	-1	23	8	-2.1	4	-1.8	5
Cc1cc(C)cc(-c2nnc(SCC(=O)N3CCN(C(=O)c4ccco4)CC3)o2)c1	-2	-8	-2	9	-9	-4.2	6	-0.4	-1
O=C(C(Cc1ccccc1)n1cccc1)N1CCN(Cc2ccccc2)CC1 (stereo unspecified)	9	13	6	-1	25*	-4.0	7	-3.9	-4
CCN(CC)C1CC(=O)N(c2cccc(Cl)c2)C1=O (stereo unspecified)	-11	-22	-3	36	-14	-0.5	3	-0.8	2
CC1CCCN(S(=O)(=O)c2ccc3oc(=O)ccc3c2)C1 (stereo unspecified)	-8	-5	-1	12	1	0.2	38	2.0	-5
Cn1cc(S(=O)(=O)CC(=O)N2CCCc3ccccc32)c2ccccc21	-11	-2	-5	3	-7	-1.6	1	0.8	7
COC(=O)CC1=NN(c2ccc(OC)cc2)C(=O)C1	-8	-4	4	12	11	-2.1	33	0.2	4
O=C(Nc1ccc(F)cc1)C1CC(=O)n2ncnc2N1 (stereo unspecified)	2	-6	2	0	13	-1.1	-8	2.4	2

Next compounds follow.
SMILES	pCIP destab	PfM18AAP inh	IDE cell inh	NALP1 inh	GPR7 antagonist	IMP-1 inh	PHOSPHO1 block	VIM-2 inhibitor	IDE cell activ
C=CCOc1ccc(C2NC(=O)NC(C)=C2C(=O)OC)cc1 (stereo unspecified)	-5	1	-6	10	-1	-1.7	0	-3.9	6
O=C1/C(=C/c2ccco2)Oc2c1ccc(O)c2CN1CCCCC1	3	16	-1	30	-6	-0.1	29	0.6	-2
NC(=S)NC(=O)/C=C/c1ccccc1	9	-2	2	-10	5	0.1	1	-4.6	5
Cc1c(NC(=O)Nc2cccc(F)c2)c(=O)n(-c2ccccc2)n1C	-4	3	2	-1	-13	-2.1	61*	-4.7	1
CCCNC(=O)NCCc1c(C)[nH]c2ccccc12	-4	-10	0	-10	1	-4.4	6	-3.6	6
Nc1nc(N)c2c(ccc3nccc32)[nH]1	5	-4	4	20	-5	-2.3	8	-0.2	1
COc1ccc(-c2nn(-c3ccccc3)cc2/C=N/NC(=O)c2ccc(Br)o2)cc1	-21	-4	-1	13	-20	-1.1	25	-4.4	7
Cc1cc(C)n(C2CCCCC2OC(=O)c2ccccc2)n1 (stereo unspecified)	-1	14	-1	.	1	0.2	5	-1.2	1
Cc1cccc(NC(=O)NCc2ccc3[nH]c(C)cc3c2)c1	8	-3	3	13	0	-5.0	-13	-3.9	-2
COc1ccc(-c2noc(N3CCC(C(=O)NCc4ccccc4Cl)CC3)n2)cc1	-7	-16	-5	19	12	3.6	28	1.4	4
Cc1nnc(SC(C(=O)c2ccccc2)c2ccccc2)[nH]c1=O (stereo unspecified)	-2	0	5	.	-8	-3.2	14	-2.3	2
CC(C)c1ccc(O)c(NC(=S)NC(=O)c2cccnc2)c1	-4	20	-2	1	-3	-4.4	37	-5.3	3
CCCCNS(=O)(=O)c1ccc(NC(=O)Cc2ccc(OC)cc2)cc1	-14	-4	2	-7	-7	-1.6	23	-1.7	-2
O=C1c2ccccc2C(=O)N1CCCCSc1nc2ccccc2o1	0	-7	10	42	-15	-4.8	6	-0.3	3
Cc1cccc(N=Nc2c(O)[nH]c3ccc(Br)cc23)c1	-10	3	3	14	-14	-1.5	.	-0.7	5
CC(C)C(c1nnnn1C(C)(C)C)N1CCN(c2cccc(Cl)c2)CC1 (stereo unspecified)	-10	-9	8	0	17	-2.1	0	0.8	-6
CCC(C)NC(=O)c1ccccc1NC(=O)c1ccc(CSc2ccccc2)cc1 (stereo unspecified)	-3	-2	1	41	-14	-0.7	-26	-1.6	6
COc1cccc(NC2c3ccccc3C(=O)N2Cc2ccco2)c1 (stereo unspecified)	-6	-2	2	-7	-1	-2.2	9	-1.9	-4
CCOC(=O)NC(=S)Nc1ccc(C(C)(C)C)cc1Br	-8	-1	-1	5	-28	-2.8	30	-3.5	1
c1ccc(Sc2ncnc3ccccc23)cc1	1	13	-3	.	-4	-1.6	25	-1.9	.
COC(=O)c1ccccc1NC(=O)C1CCCN(S(=O)(=O)c2ccc(F)cc2)C1 (stereo unspecified)	-6	-1	2	37	-2	0.3	21	-1.2	-2

Screening data as filed in PubChem BioAssay.
